Assay outcomes deposited in PubChem BioAssay by several laboratories.
STK33 kinase inh: human STK33 kinase inhibition; Q9BYT3; purified STK33, MBP phosphorylation, ADP-Glo luminescence; inhibition, % at 10 µM; actives 0.073% (n = 320,000); AID 2661;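 active = inhibition at or above 25%, using the most active replicate where run in duplicate; inactive = inhibition below 25%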
Target sequence (Q9BYT3 whole entry, looked up): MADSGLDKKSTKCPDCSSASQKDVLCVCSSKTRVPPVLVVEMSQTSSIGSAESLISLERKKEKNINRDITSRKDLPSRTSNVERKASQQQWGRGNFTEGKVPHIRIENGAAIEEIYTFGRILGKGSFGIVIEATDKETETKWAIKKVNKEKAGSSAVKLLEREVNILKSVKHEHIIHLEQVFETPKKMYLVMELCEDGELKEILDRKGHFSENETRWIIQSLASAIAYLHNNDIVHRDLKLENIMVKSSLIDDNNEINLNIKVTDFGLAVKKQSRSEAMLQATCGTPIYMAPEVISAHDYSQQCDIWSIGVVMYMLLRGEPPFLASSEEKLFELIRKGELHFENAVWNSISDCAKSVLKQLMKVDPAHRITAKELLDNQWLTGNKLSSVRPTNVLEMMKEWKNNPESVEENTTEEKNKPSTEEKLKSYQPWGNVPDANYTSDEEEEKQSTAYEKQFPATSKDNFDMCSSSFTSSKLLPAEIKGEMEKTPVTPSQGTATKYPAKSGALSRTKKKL
KCNQ2 block: KCNQ2 channel blockers in CHO-K1 cells – cell-based, FluxOR thallium flux, B-score, primary screen (AID 2156). O88943. 20 min; hits give low values. actives 1.1% (n = 310,000). B-score at 10 µM;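 active = fluorescence ratio B-score at most minus 3 library SDs, with starting brightness B-score within 2 library SDs, cut at about -5.5 in these data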
Kir21 block: blocks the mouse Kir2.1 inward-rectifier potassium channel. actives 0.85% (n = 310,000). B-score at 10 µM. HEK293-Kir2.1, FluxOR thallium flux fluorescence; hits give low values;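 active = fluorescence ratio B-score at or below minus 3 SD of library scores, with starting-brightness B-score within 2 SD, cut at about -4.2 in these data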;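 also: channel flux triggered by added potassium and thallium sulfate stimulus; B-score of peak minus minimum fluorescence over baseline after thallium stimulus; more negative B-score means stronger Kir2.1 block with less thallium influx; some compounds called inactive have numbers as strong as hits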
Target sequence (P35561 whole entry, looked up): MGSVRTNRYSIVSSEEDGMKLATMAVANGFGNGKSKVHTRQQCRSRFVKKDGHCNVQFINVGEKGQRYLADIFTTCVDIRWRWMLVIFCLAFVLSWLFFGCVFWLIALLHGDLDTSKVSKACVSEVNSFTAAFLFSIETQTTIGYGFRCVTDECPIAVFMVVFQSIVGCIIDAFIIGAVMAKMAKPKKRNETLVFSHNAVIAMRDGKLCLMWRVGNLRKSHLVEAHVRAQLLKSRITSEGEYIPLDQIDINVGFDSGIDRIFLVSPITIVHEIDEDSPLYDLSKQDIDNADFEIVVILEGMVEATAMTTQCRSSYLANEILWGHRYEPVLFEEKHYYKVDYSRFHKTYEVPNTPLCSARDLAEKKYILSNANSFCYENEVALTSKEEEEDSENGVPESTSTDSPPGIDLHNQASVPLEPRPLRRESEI
The depositor's hits bear a star; i = inactive; . = not tested or not shown. Not a hit list; overall some 1.9% were active at least once.

Kir21 block	Structure	STK33 kinase inh	KCNQ2 block
1.3	O=C(COC(=O)c1ccc(O)cc1O)Nc1cc(-c2ccccc2)nn1-c1ccccc1	0.7	i
-0.65	CCOC(=O)c1ccc(NC(=O)CSc2n[nH]c(-c3ccncc3)n2)cc1	-2.1	i
-0.93	CCN(CC)S(=O)(=O)c1ccc(-c2nnc(SCC(=O)Nc3cc(OC)cc(OC)c3)o2)cc1	-0.9	i
-1.5	O=C(CCNS(=O)(=O)c1cccc2nonc12)Nc1ccc(Cl)cc1	-0.4	i
2.6	CCOC(=O)c1c(-c2ccc(OC)cc2)csc1/N=C/C1=C(O)CCCC1=O	.	i
0.43	COc1ccc(C2=NCCn3cccc32)c(OC)c1	-1.4	i
2.1	CSc1ccccc1C(=O)C1CCCN(C(=O)CCc2cccnc2)C1 (stereo not given)	-0.6	i
-0.6	O=C(c1ccc(Cl)c(Cl)c1)N1CCC(=O)N(C(COCc2cccc(C(F)(F)F)c2)Cc2ccccc2)CC1 (stereo not given)	-0.2	i
0	COc1ccc(NC(=O)C2C(=O)NC3(C)CC2c2ccccc2O3)cc1 (stereo not given)	-0.8	i
2	CC(C)C(=O)NC(=S)Nc1ccccc1C(=O)Nc1ccccc1	-2.9	i
-0.77	COC(=O)c1ccccc1NC(=O)CSc1nncn1C	-1.4	i
0.26	NC(=O)CCc1nc2cc(C(F)(F)F)ccc2n(Cc2ccccc2)c1=O	-0.7	i
-0.84	CSc1ccc(Cl)c(C(=O)OCC(=O)N2CC(C)OC(C)C2)c1 (stereo not given)	-1.8	i
1.4	CCOc1ccc(C(=O)N/N=C/c2c(C)[nH]c(=O)[nH]c2=O)cc1	0.7	i
0.57	O=C(O)Cc1c(C(=O)O)[nH]c2ccc(C(=O)O)cc12	-1.2	i
-0.42	COCc1ccc(C(=O)NCC2(N3CCCCC3)CCCCC2)cc1	-1.3	i
1.2	COc1ccc(C(=O)Nc2ccccn2)cc1	-0.7	i
-0.01	CCn1c(C)nc2cc(-c3nc4n(n3)Cc3ccccc3-4)ccc21	45*	i
-2.8	C/C(N)=C(/C#N)C(=O)CSc1nnc(Nc2c(C)cccc2C)s1	1.1	i
-0.9	Cc1cc(Br)c(NC(=O)c2c(-c3c(Cl)cccc3Cl)noc2C)c(Br)c1	-1.6	i
0.45	Cc1cc(N/N=C/c2ccccc2O)nc(-c2ccccc2O)n1	1.6	i
1.9	CC(C)C(=O)NC(=S)Nc1ccccc1N1CCN(C(=O)c2ccccc2)CC1	-1.3	i
0.27	O=C(NC1=NCCS1)c1ccc(Cl)c(S(=O)(=O)N2CCc3ccccc32)c1	0.5	i
0.78	CN(C)c1ccc(NC(=O)C(=O)C2C(=O)Nc3ccccc32)cc1 (stereo not given)	-2.8	i
-0.29	O/N=C\c1ccccc1Oc1ccc(F)cc1	-2.0	i
-0.66	Cc1c(NC(=O)Cc2cccs2)cccc1[N+](=O)[O-]	-0.9	i
0.89	CC(C)Oc1c(N2CCOCC2)c(=O)c1=O	-0.1	i
-0.52	Cc1cc(OCC(=O)NCCN2CCOCC2)ccc1Br	-0.3	i
2.1	O=S(=O)(Nc1nc2ccccc2nc1NCc1ccco1)c1ccccc1	-2.1	i
0.2	O=C(NCCCN1CCOCC1)c1c(F)cccc1F	0.5	i
1.1	CCOC(=O)c1c(NC(=O)c2ccc(Br)o2)sc(C)c1CC	-0.1	i
0.31	CC1CN(CC(=O)NC(C)c2ccccc2)CC(C)O1 (stereo not given)	-0.5	i
0.31	Cc1cccc(C)c1OCC(=O)N/N=C/C=C/c1ccco1	-0.8	i
-0.07	COC(=O)c1sccc1NC(=O)Cc1ccc(Br)cc1	-1.4	i
0.62	Cc1ccc(O)c(-c2cc(C(=O)NCc3ccncc3)[nH]n2)c1	0.6	i
0.44	COCCCNc1nc2ccccc2nc1NS(=O)(=O)c1ccc(C)c(C)c1	-2.1	i
3.9	COC(=O)C(Cc1ccccc1)NC(=O)CCNC(=O)c1ccco1 (stereo not given)	7.0	i
-0.29	CCOC(=O)C1C(=O)CC(C)(O)C(C(=O)OCC)C1c1ccc(C)s1 (stereo not given)	-0.9	i
1.9	FC(F)(F)c1cccc(Oc2ccc3c(C(F)(F)F)cc(C(F)(F)F)nc3n2)c1	-0.5	i
2.1	COc1cc(OC)c(C(=O)Nc2ccc(N(C)C)cc2)cc1OC	-0.1	i
-0.41	Cc1c(C(=O)Oc2cc(N)n(S(C)(=O)=O)n2)cccc1[N+](=O)[O-]	1.5	i
0.12	O=C(N/N=C/c1cc([N+](=O)[O-])ccc1O)c1ccncc1	-1.3	i
-0.26	CC(=O)c1sc(NC(=O)C=C(C)C)nc1C	0.5	i
-0.62	O=C(CCC(=O)OCC(F)(F)C(F)F)NCc1ccccc1	-0.2	i
-0.81	CCn1nc(NC(=O)COC)c2cc3cc(C)ccc3nc21	-0.7	i
-3.8	Cc1ccc(N(Cc2ccc([N+](=O)[O-])cc2)C(=O)c2ccco2)cc1C	-3.1	i
0.31	CCCCOC(=O)CSc1nnc(-c2cc(OC)c(OC)c(OC)c2)o1	-0.6	i
-2	CN(C)c1ccc(/C=C/C(=O)c2ccccc2O)cc1	-0.5	i
-0.08	Cn1c(=O)[nH]c(=O)c2c1nc(N1CCCC1)n2CCCSc1nnnn1-c1ccccc1	0.3	i
0.18	Cn1c(=O)c2c(SCC(=O)NC3CCCC3)nc(CC(C)(C)C)nc2n(C)c1=O	-1.0	i

More records
Kir21 block	Structure	STK33 kinase inh	KCNQ2 block
0.32	O=C(Nc1ccc(Br)cn1)c1ccc(Br)s1	-1.3	i
1.5	O=C(Cc1ccc(Br)cc1)Nc1ccc(Cl)cc1	-2.3	i
0.56	Fc1cccc(Cl)c1CSC1=NCCS1	-1.4	i
-0.8	C[C@@H]1CC=C[C@H]2[C@H]1C(=O)N(Cc1ccccc1)[C@H]2c1ccc(-c2ccc(N(C)C)cc2)cc1F	-1.5	i
-0.9	CCCNC(=O)NC(=O)COc1c(F)c(F)cc(F)c1F	.	i
-0.07	COCCCn1c(SCC(=O)Nc2ccc(C)cc2)nc2ccccc2c1=O	0.5	i
0.96	Cc1ccc(CNC(=O)CCS(=O)(=O)c2ccc3c(c2)oc(=O)n3C)cc1	-2.0	i
-0.03	COC(=O)c1ccc2nc(NC(=O)C(C)C)sc2c1	1.3	i
-2.7	Cc1ccc(N(CC(=O)NN=C2CCN(C)CC2)S(=O)(=O)c2ccccc2)c(C)c1	0.6	i
1.6	O=C(Nc1cc(F)cc(F)c1)c1ccc(NCCc2ccccc2)c([N+](=O)[O-])c1	-0.9	i
-2.1	COc1ccccc1C(=O)Oc1ccc2c(c1)O/C(=C\c1ccncc1)C2=O	12	i
2.2	Cc1nc2c(ccc3nc(NC(=O)c4ccc(S(=O)(=O)N(C)C)cc4)sc32)s1	3.4	i
-1.8	CCOC(=O)c1[nH]c2c(c1-c1ccc(OC)cc1)C(=O)CC(c1ccc(OC)c(OC)c1)C2 (stereo not given)	-0.4	i
-1.2	CC(C)(C)NC(=O)C(c1ccc(O)cc1)N(C(=O)CCC(=O)Nc1nccs1)c1cccc(F)c1 (stereo not given)	-2.1	i
0.92	COCn1c(-c2ccc(OC)c(OC)c2)nc2ccccc21	1.0	i
1.6	Cc1ccc(NC(=O)NCc2ccc3c(c2)OCO3)cc1	0.3	i
0.04	O=C(NCCc1ccccc1)C(c1ccc(F)cc1)N(C(=O)c1csnn1)C1CC1 (stereo not given)	-1.7	i
-0.41	O=C(Nc1nnc(-c2ccc(F)cc2)o1)C1CCCN1S(=O)(=O)c1cccs1 (stereo not given)	-0.5	i
0.08	Cc1ccc(-c2noc(CNc3ccccc3)n2)cc1	-0.5	i
2.1	O=C(N/C(=C\c1ccc([N+](=O)[O-])cc1)C(=O)N1CCOCC1)c1ccco1	0.0	i
-0.55	COc1cc2[nH]c(C(=O)NN)c(N)c2cc1OC	0.7	i
-5.8	O=C(OCCN1C(=O)c2cccc3c(N4CCOCC4)ccc(c23)C1=O)c1ccccc1Cl	-0.4	i
0.49	CCO/N=C(/C)c1c(O)c(C)c(-c2ccccc2)n(-c2ccccc2)c1=O	-0.5	i
0.82	Cc1nn(-c2ccccc2)c(Cl)c1C1C(C#N)=C(N)OC2=C1C(=O)CC(C)(C)C2 (stereo not given)	3.2	i
-1.2	Cn1c(=O)n(C)c2cc(NC(=O)Cc3ccccc3[N+](=O)[O-])ccc21	-0.1	i
0.79	N#CC1=C(N)SC(N)=C(C#N)C1c1cccc(O)c1	-1.5	i
2.5	Cc1oc(-c2ccccc2)cc1C(=O)NC(Cc1c[nH]c2ccccc12)C(=O)O (stereo not given)	1.0	i
0.45	Cc1ccc(-n2c(SCC(=O)N3CCOCC3)nnc2-c2cccnc2)cc1	0.0	i
-1.2	CCOC(=O)N1CCN(CC(=O)Nc2sccc2C#N)CC1	-0.2	i
0.88	CCCCOc1ccc(/C=C/C(=O)Nc2ccc([N+](=O)[O-])cc2C)cc1	0.4	i
0.59	CCOc1ccc(CN2CCN(C3CCC3)CC2CCO)cc1 (stereo not given)	0.7	i
1.6	O=C(C1CCCN(C2CC(=O)N(c3ccc(Cl)cc3)C2=O)C1)N1CCCC1 (stereo not given)	-1.8	i
-0.95	O=C1c2ccccc2NC(c2cccc(O)c2)N1NS(=O)(=O)c1ccccc1 (stereo not given)	-0.5	i
0.02	O=C1C(Cl)=C(N2CCCC2)C(=O)N1c1ccc(F)cc1	-1.3	i
0.08	CNCc1nc2ccccc2[nH]1	-0.6	i
-0.01	CCCOc1ccc(Oc2cc(C)nc(SC)n2)nn1	2.2	i
-1.1	CCSc1nnc(NC(=O)c2ccc3c(c2)OCO3)s1	0.1	i
2	O=C(CCN1C(=O)/C(=C/c2ccccc2)SC1=S)NNC(=O)c1cccnc1	-1.7	i
1.8	Cc1ccc(S(=O)(=O)N2CCOCC2)cc1C(=O)NC1CCCC(C)C1C (stereo not given)	-0.1	i
0.96	COc1ccc(/C=C/C(=O)N2CCN(C)CC2)cc1S(=O)(=O)N1CCCCC1	-0.2	i
1.1	COc1ccc([C@@H]2[C@@H]3C(=O)N(C(C)(C)C)C(=O)[C@@H]3[C@]3(CC(C)C)C(=O)N(c4cccc(Br)c4)C(=O)N23)cc1	0.2	i
1.1	CC(=O)N[C@@H](Cc1c[nH]c2ccccc12)C(=O)OCC(=O)NCc1ccc2c(c1)OCO2	0.9	i
-0.46	Cc1cccc(-c2ncc(CN3CCN(CC(C)C)C(CCO)C3)cn2)c1 (stereo not given)	-1.6	i
-0.7	CC(Oc1ccccc1)C(=O)Nc1ccc(S(=O)(=O)NCC2CCCO2)cc1 (stereo not given)	-1.3	i
-1.1	COc1ccccc1N1C(=O)C(Cl)=C(Nc2ccccc2O)C1=O	.	i
0.42	O=C(NCCC1=CCCCC1)C1CCN(S(=O)(=O)c2cccc3cccnc23)CC1	-1.0	i
-1.3	O=C(NCc1ccccc1)c1cccc(S(=O)(=O)NCc2ccccc2)c1	0.8	i
-0.65	COc1cc(S(=O)(=O)N2CCN(C)CC2)ccc1Cl	0.2	i
0.59	CN(C)S(=O)(=O)c1ccc(N2CCCC2)c(C(=O)NNC(=O)COc2ccc(Cl)cc2)c1	-0.1	-7*
0.05	Cc1ccc(NC(=O)COC(=O)Cn2c(C)csc2=O)cc1C	-1.1	i

In the list so far, these contain bromine.
Kir21 block	Structure	STK33 kinase inh	KCNQ2 block
-0.9	Cc1cc(Br)c(NC(=O)c2c(-c3c(Cl)cccc3Cl)noc2C)c(Br)c1	-1.6	i
-0.52	Cc1cc(OCC(=O)NCCN2CCOCC2)ccc1Br	-0.3	i
1.1	CCOC(=O)c1c(NC(=O)c2ccc(Br)o2)sc(C)c1CC	-0.1	i
-0.07	COC(=O)c1sccc1NC(=O)Cc1ccc(Br)cc1	-1.4	i
0.32	O=C(Nc1ccc(Br)cn1)c1ccc(Br)s1	-1.3	i
1.5	O=C(Cc1ccc(Br)cc1)Nc1ccc(Cl)cc1	-2.3	i
1.1	COc1ccc([C@@H]2[C@@H]3C(=O)N(C(C)(C)C)C(=O)[C@@H]3[C@]3(CC(C)C)C(=O)N(c4cccc(Br)c4)C(=O)N23)cc1	0.2	i

(list continues)
Kir21 block	Structure	STK33 kinase inh	KCNQ2 block
0.01	S=C(NCc1ccco1)N1CCOCC1	-0.9	i
-0.12	CCC1Nc2ncnc(N3CCN(c4ccccc4)CC3)c2N(Cc2ccc(Br)cc2)C1=O (stereo not given)	-0.7	i
2	CCCN(CC(=O)Nc1ccccc1OC)C(=O)CCCN1C(=O)c2ccccc2C1=O	0.2	i
0.22	CCOC(=O)C1=C(C)Nc2[nH]c(=O)[nH]c(=O)c2C1c1cccs1 (stereo not given)	-1.7	i
-0.71	COc1ccccc1NC(=O)c1cc(C)oc1C	-0.7	i
-0.05	CCN(CC)C(=O)CSc1nc2cc3c(cc2c(=O)n1CCCCCC(=O)NCc1ccc(OC)cc1)OCO3	-0.5	i
1.7	O=C(O)c1csc(Br)c1Br	-0.2	i
-2.6	C=CCn1c(O)c(N=NC(=S)Nc2ccccc2F)c2ccccc21	-1.2	i
0.39	C/C(=N\NS(=O)(=O)c1ccc(Br)cc1)c1cccs1	.	i

Entries of single compounds, quoted from the list. Order of screens: Kir21 block, STK33 kinase inh, KCNQ2 block
Cc1ccc(-n2c(SCC(=O)N3CCOCC3)nnc2-c2cccnc2)cc1 across the screens: 0.45, 0.0, i
O=C1c2ccccc2NC(c2cccc(O)c2)N1NS(=O)(=O)c1ccccc1 (stereo not given) across the screens: -0.95, -0.5, i
